# HCV inhibitor: HCV inhibition. 340,000 compounds, 3.4% hits. Huh7.5.1 HCVcc-Cre infection, luciferase reporter, 44 h. AID 651820. Potency, µM (titrated, usually from 41.8 µM), for the others: top-dose activity change, negative = inhibition, hits mostly inhibitors
#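 Compounds are dispensed onto cells plated 4 h earlier at 1,000 per well, with HCVcc-Cre virus (about 0.5 moi) added next. Following 44 h of culture, luminescent signal is measured for 15 sec after 15 min with substrate at room temperature.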
# LmPK inhibitor: LmPK (Leishmania mexicana) enzyme inhibition | Q27686 | 290,000 compounds, 0.37% hits | Potency, µM (doses to about 57.5 µM), for the others: at the top dose activity change, negative = inhibition, hits mostly inhibitors | AID 1721 | purified LmPK, Kinase-Glo ATP luminescence, 1 h
# Target sequence (Q27686 whole entry, looked up): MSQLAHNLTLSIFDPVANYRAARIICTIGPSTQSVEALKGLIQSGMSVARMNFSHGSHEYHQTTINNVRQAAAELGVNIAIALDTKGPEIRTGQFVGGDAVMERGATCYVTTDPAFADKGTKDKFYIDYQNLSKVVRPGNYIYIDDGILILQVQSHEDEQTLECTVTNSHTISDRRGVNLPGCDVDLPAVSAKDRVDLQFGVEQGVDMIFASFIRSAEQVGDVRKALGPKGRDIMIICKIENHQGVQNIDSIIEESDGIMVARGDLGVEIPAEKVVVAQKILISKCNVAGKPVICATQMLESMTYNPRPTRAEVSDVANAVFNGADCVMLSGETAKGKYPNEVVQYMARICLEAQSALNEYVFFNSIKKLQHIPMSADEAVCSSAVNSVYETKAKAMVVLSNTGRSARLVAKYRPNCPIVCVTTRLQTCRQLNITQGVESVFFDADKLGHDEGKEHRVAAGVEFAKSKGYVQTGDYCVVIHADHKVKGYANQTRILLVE
#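 Pyruvate kinase activity monitored as ATP production (luciferase luminescence). Conditions: 0.1 nM enzyme, 0.5 mM PEP, 0.1 mM ADP, 1 h, RT; normalized against uninhibited and no-enzyme wells.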
# Pf growth 48h: inhibits P. falciparum growth in the first generation, 48 h | P. falciparum luciferase growth in erythrocytes, 48 h | Potency, µM (series often up to 28.7 µM), for the others: at the highest dose activity change, negative = inhibition, most hits filed as inhibitors | 310,000 compounds, 5.9% hits | AID 504832
#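 In quantitative HTS format, infected erythrocytes bearing luciferase-reporter parasites were treated for a single generation at 37 C. Luminescence after adding detection reagent served as the growth measure.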
# TbPYK inhibitor: inhibitors of Trypanosoma brucei pyruvate kinase | Q57TT1 | TbPYK enzyme, Kinase-Glo Plus ATP luminescence, 45 min | Potency, µM (top dose mostly 76.8 µM), for inactives: at the top dose activity, negative = inhibition, hits mostly inhibitors | 410,000 compounds, 0.12% hits; also: nearly all actives have a fitted effect of over 50% in size
#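 Activity of T. brucei pyruvate kinase was followed by Kinase-Glo Plus luminescence after the enzyme reacted 45 min at room temperature with 130 uM ADP (final) and substrate. Test compounds were added before ADP at multiple concentrations.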
# Sm TGR block: inhibitors of Schistosoma mansoni thioredoxin glutathione reductase. Q962Y6. purified TGR, DTNB reduction, TNB absorbance 405 nm. AID 485364. 360,000 compounds, 3% hits. Potency, µM (doses to about 114 µM), without a hit: at the top dose activity change, negative = inhibition, usual class: inhibitors; also: nearly all actives have a fitted effect of over 60% in size
#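 Kinetic colorimetric format: TGR-catalysed, NADPH-driven DTNB reduction monitored via TNB absorbance. Enzyme dispensed at 20 nM; compound exposure 15 min at room temperature before reaction start.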
# Pf growth 96h: P. falciparum growth inhibition at 96 hour, primary screen for plastid delayed-death inhibitors. P. falciparum luciferase reporter growth, 96 h. Potency, µM (titrated, usually from 28.7 µM), inactives show top-dose activity change, negative = inhibition, most hits filed as inhibitors. 320,000 compounds, 6.9% hits. AID 504834
#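 P. falciparum expressing integrated firefly luciferase grown in erythrocytes (2% hematocrit, 0.05% parasitemia final) with compounds for 96 hours at 37 C, 5% CO2. Growth inhibition read as loss of luminescence after adding luciferase detection reagent.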
# * = called active by the depositor; ? = inconclusive; nt = no result given; & = joins results of further samples; [ ] = dose if it differs, or a comment. Calls follow the shape of the dose curve; as a rule, active = well fitted curve in the direction sought with a large enough effect; inconclusive = small, poorly fitted or top-dose-only effect, or another doubt; inactive = no such curve, though single readings can be large; an effect the other way counts as inactive or inconclusive. % is scaled to controls: 0 for no effect and ±100 for the full control effect; potency is read from the fitted curve at half-maximal effect.
# Sample of the layout, 2 compounds:
# Letter code: A = HCV inhibitor; B = LmPK inhibitor; C = Pf growth 48h; D = TbPYK inhibitor; E = Sm TGR block; F = Pf growth 96h
(1) NC(=S)N/N=C/c1c(O)c(Br)cc2oc3c(c12)CCCC3
  A = -11%	B = 1%	C = 3.3µM*	D = 2%	E = -3%	F = ?

(2) Nc1c(C(=O)NCc2ccco2)c2nc3ccccc3nc2n1CCN1CCOCC1
  A = 8%	B = 13%	C = nt	D = -12%	E = 25µM*	F = -39%

# The listing, repeating the preview:
# Letter code: A = HCV inhibitor; B = LmPK inhibitor; C = Pf growth 48h; D = TbPYK inhibitor; E = Sm TGR block; F = Pf growth 96h
(1) NC(=S)N/N=C/c1c(O)c(Br)cc2oc3c(c12)CCCC3
  A = -11%	B = 1%	C = 3.3µM*	D = 2%	E = -3%	F = ?

(2) Nc1c(C(=O)NCc2ccco2)c2nc3ccccc3nc2n1CCN1CCOCC1
  A = 8%	B = 13%	C = nt	D = -12%	E = 25µM*	F = -39%

(3) O=c1c2ccccc2oc2nc(-c3cccs3)n(CCc3ccccc3)c(=O)c12
  A = 13%	B = 0%	C = 20%	D = nt	E = -5%	F = 0%

(4) COc1cc(NC(=O)NCC2CCN(Cc3ccc(C)cc3)CC2)cc(OC)c1OC
  A = 4%	B = -5%	C = -4%	D = -9%&0%	E = 13%&3%	F = 10µM*

(5) CC1(C)SCC2C(=O)N3C(CSC3(C)C)C(=O)N21 (centres undefined)
  A = 8%	B = 4%	C = nt	D = 2%	E = 2%	F = 21%

(6) CN(C)c1ccc(C=NCCC2(O)CCOC(C)(C)C2)cc1 (centres undefined)
  A = 1%	B = 2%	C = -18%	D = -3%	E = -24%	F = -18%

(7) COC(=O)c1ccc(CSc2nnc(NC(=O)C3CC(=O)N(c4ccc5c(c4)OCCO5)C3)s2)cc1 (centres undefined)
  A = 0%	B = 0%	C = 13%	D = 1%	E = -20%	F = ?

(8) COC(=O)c1ccc(CSc2nnc(-c3ccncc3)o2)o1
  A = 31%[activator]	B = -3%	C = 20%	D = 1%	E = -4%	F = nt

(9) Nc1nnc(-c2cccnc2)s1
  A = ?	B = 3%&-3%	C = 16%&48%	D = 4%	E = 3%&9%	F = 37%[activator]

(10) O=C(COC(=O)Cc1ccccc1F)Nc1ccc2[nH]c(=O)[nH]c2c1
  A = 1%	B = nt	C = 0%	D = -8%	E = 9%	F = 1%

(11) Cc1cccc(C)c1NC(=O)CSc1nnc(-c2ccco2)c(-c2ccco2)n1
  A = ?	B = 13%	C = 15%	D = ?	E = 1.8µM*	F = 10%

(12) COc1ccc(-c2noc(CCC(=O)N3CCN(c4cccc(C(F)(F)F)c4)CC3)n2)cc1
  A = ?	B = 1%	C = -21%	D = 2%	E = -3%	F = 0%

(13) Cc1c(C(=O)NC2CCC(C)CC2)oc2ccccc12 (centres undefined)
  A = -23%	B = -6%	C = 97%[activator]	D = 1%	E = ?	F = 112%[activator]

(14) O=c1[nH]c(=O)n([C@H]2C[C@H](O)[C@@H](CO)O2)cc1/C=C/Br
  A = nt	B = nt	C = -11%	D = 3%	E = nt	F = -12%

(15) N=c1cc(C2(O)CCCCC2)n2c(nc3ccccc32)s1
  A = -5%	B = -26%	C = 76%[activator]	D = -16%	E = 6%	F = ?

(16) N#CCSc1nnc(-c2cccnc2)n1-c1ccccc1
  A = -10%	B = 1%	C = 18%	D = 4%	E = 0%	F = -2%

(17) O=C1c2ccccc2C(=O)N1CCCc1c[nH]c2ccccc12
  A = 11%	B = 1%	C = 44%[activator]	D = -6%	E = -11%	F = 57%[activator]

(18) O=C(COC(=O)Cc1cn2ccsc2n1)Nc1nc2ccccc2s1
  A = -5%	B = 4%	C = 12%	D = 3%	E = 0%	F = ?

(19) O=C(NCc1ccc(Cl)cc1)C(=O)NCC1OCCN1C(=O)c1cccs1 (centres undefined)
  A = 7%	B = -9%	C = -5%	D = 1%	E = -12%	F = 34%[activator]

(20) c1ccc(CCCNCC2COc3ccccc3O2)cc1 (centres undefined)
  A = 11%	B = 8%	C = 8%	D = 0%	E = ?	F = -1%

# Record cards, from the list above.
# Nc1c(C(=O)NCc2ccco2)c2nc3ccccc3nc2n1CCN1CCOCC1 in the list: HCV inhibitor: 8%; LmPK inhibitor: 13%; Pf growth 48h: nt; TbPYK inhibitor: -12%; Sm TGR block: 25µM*; Pf growth 96h: -39%
# COc1cc(NC(=O)NCC2CCN(Cc3ccc(C)cc3)CC2)cc(OC)c1OC in the list: HCV inhibitor: 4%; LmPK inhibitor: -5%; Pf growth 48h: -4%; TbPYK inhibitor: -9%&0%; Sm TGR block: 13%&3%; Pf growth 96h: 10µM*

# (more compounds)
# Letter code: A = HCV inhibitor; B = LmPK inhibitor; C = Pf growth 48h; D = TbPYK inhibitor; E = Sm TGR block; F = Pf growth 96h
(21) O=C(COc1cccnc1[N+](=O)[O-])N1CCc2ccccc21
  A = 16%	B = -1%	C = 23%	D = -1%	E = -19%	F = 4%

(22) CCCCCCCN1CCC(=O)N(CCO)CC1
  A = -3%	B = -10%	C = 11%	D = -1%	E = 0%	F = 7%

(23) Cc1ccccc1NC(=S)c1nc2ccccc2[nH]1
  A = ?	B = -6%	C = 3.3µM*	D = -2%	E = 0%	F = -21%

(24) CCC(=O)Nc1ccc(C(=O)OCc2ccc(Cl)c(Cl)c2)cc1
  A = -17%	B = 2%	C = -28%	D = -15%	E = -2%	F = ?

(25) Cc1ccc(S(=O)(=O)N(C)Cc2nc(-c3ccccn3)no2)cc1
  A = 7%&12%	B = -8%	C = 3%	D = 0%	E = 4%	F = nt

(26) COc1ccc(NS(=O)(=O)c2cccc(C(=O)NCc3ccco3)c2)cc1
  A = 3%[8.37 µM]	B = nt	C = -9%	D = -6%	E = -8%	F = -24%

(27) COc1ccc(-n2c(-c3ccc(F)cc3)cnc2SCC(=O)NCc2ccco2)cc1
  A = ?	B = 1%	C = ?	D = -3%	E = 7%	F = nt

(28) Cc1ccc(C(=O)OC(C)C(=O)Nc2ccc(S(N)(=O)=O)cc2)cc1S(=O)(=O)N1CCOCC1 (centres undefined)
  A = 9%	B = nt	C = 6%	D = 3%	E = 0%	F = 5%

(29) CC(C)(CNC(=O)C1CCCN1C(=O)c1cccs1)N1CCOCC1 (centres undefined)
  A = 11%	B = 0%	C = -4%	D = 3%	E = -6%	F = -10%

(30) COc1ccc(N(C)C(=O)c2onc3c2CCCC3)cc1
  A = -9%	B = -2%	C = 1%	D = -5%	E = 1%	F = 1%

(31) CCCC(=O)Nc1nc2c(OC)ccc(OC)c2s1
  A = 8.9µM*	B = 9%	C = nt	D = -4%	E = -2%	F = 17%

(32) CCCCN(CC)CCNC(=O)c1ccc2c(Cl)c3c(nc2c1)CCC3
  A = ?	B = 0%	C = ?	D = 1%	E = -33%	F = ?

(33) O=C(CC(C(=O)N1CCc2ccccc21)n1ccnc1)NCc1ccccc1 (centres undefined)
  A = 7%	B = -10%	C = nt	D = 4%	E = -2%	F = -13%

(34) Cc1ccccc1NC(=O)COC(=O)c1cc(=O)c2ccccc2o1
  A = nt	B = -4%	C = -26%	D = nt	E = -1%	F = -2%

(35) Cc1c(S(=O)(=O)Nc2cc(Cl)ccc2Cl)c(=O)n(C)c(=O)n1C
  A = ?	B = 1%	C = -3%	D = -2%	E = 1%	F = 0%

(36) COc1cccc(CNC(=O)C2CCCN(S(=O)(=O)c3c(C)noc3/C=C/N(C)C)C2)c1 (centres undefined)
  A = -5%	B = 6%	C = ?	D = 0%	E = 0%	F = ?

(37) O=C(N1CCN(c2ccccc2)CC1)C1(S(=O)(=O)c2ccc(Cl)cc2)CC1
  A = 9%	B = 8%	C = 15%	D = 0%	E = -1%	F = 48%[activator]

(38) O=C(O)c1cc(N/N=C/c2c[nH]c3ccccc23)ccc1Cl
  A = -27%	B = 1%	C = 96%[activator]	D = -5%	E = -20%	F = 335%[activator]

# Exported with bars between the fields: part of the list above.
nr | molecule | HCV inhibitor | LmPK inhibitor | Pf growth 48h | TbPYK inhibitor | Sm TGR block | Pf growth 96h
38 | O=C(O)c1cc(N/N=C/c2c[nH]c3ccccc23)ccc1Cl | -27% | 1% | 96%[activator] | -5% | -20% | 335%[activator]
28 | Cc1ccc(C(=O)OC(C)C(=O)Nc2ccc(S(N)(=O)=O)cc2)cc1S(=O)(=O)N1CCOCC1 (centres undefined) | 9% | nt | 6% | 3% | 0% | 5%
29 | CC(C)(CNC(=O)C1CCCN1C(=O)c1cccs1)N1CCOCC1 (centres undefined) | 11% | 0% | -4% | 3% | -6% | -10%
5 | CC1(C)SCC2C(=O)N3C(CSC3(C)C)C(=O)N21 (centres undefined) | 8% | 4% | nt | 2% | 2% | 21%
2 | Nc1c(C(=O)NCc2ccco2)c2nc3ccccc3nc2n1CCN1CCOCC1 | 8% | 13% | nt | -12% | 25µM* | -39%

# Screen by screen, as entered above:
# TbPYK inhibitor for nos. 31–38: -4%, 1%, 4%, nt, -2%, 0%, 0%, -5%

# Compound activity as filed in PubChem.
